High-throughput results deposited in PubChem BioAssay by several laboratories.
TRAIL sens C8: caspase-8 TRAIL sensitization. inhibition (viability loss, TRAIL sensitization), % at 10 µM. 1% of 360,000 active. NB7+C8 cells + TRAIL, ATPlite viability luminescence;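 active means compounds causing at least 50% loss of cell viability in the single-dose screen, relative to plate controls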
TROY signal inh: inhibitors of TROY-dependent NF-kB signaling; AID 1347056; Q293 LMP1-TROYcd NF-kB luciferase reporter, 4 h; 0.98% of 360,000 active; inhibition, % at 10 µM;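 active means compounds whose plate-normalised and pattern-corrected inhibition of the luciferase reporter signal at the single screening dose is 50% or more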
COUP-TFII inh: blocks human COUP-TFII nuclear receptor. AID 686940. HEK293T NGFI-A luciferase reporter, luminescence. P24468. 0.7% of 370,000 active. inhibition, % at 8.6 µM;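 active means inhibition above a per-plate cutoff, mean inhibition of test wells between control levels plus 3 SD, cut at about 38% in these data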;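 further: cells cotransfected with COUP-TFII expression vector driving the NGFI-A reporter; 0% = median of COUP-TF2 test wells and 100% = reporter-only cells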
TLR9-MyD88 inh: blocks human TLR9 binding to MyD88. CHO BLA complementation TLR9-MyD88, CCF4 FRET ratio. inhibition, % at 4.98 µM. 0.21% of 340,000 active;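 active means inhibition above the mean over all tested compounds plus 3 SD, cut at about 21% in these data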;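 further: 0% = DMSO only wells and 100% = clavulanate BLA inhibitor control wells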
NOD2-RIPK2 inh: inhibitors of human NOD2-RIPK2 interaction; CHO BLA complementation NOD2-RIPK2, CCF4 ratio; 0.38% of 360,000 active; inhibition, % at 4.98 µM; in the data active means inhibition above about 21%;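 further: 0% = vehicle only and 100% = reference blocker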
Vif inh: blocks HIV Vif function; HEK293T cells, Vif self-association by quenched fluorescence, imaging, 24 h; inhibition, % at 7.49 µM; 0.35% of 340,000 active; AID 602346; in the data active means inhibition above about 50%, passing the limit was not always enough; further: some results filed as inactive read as strong as hits
NCOA1 inh: human NCOA1 inhibition | inhibition, % at 3.6 µM | HEK293 GAL4-SRC1 luciferase reporter, luminescence | 0.12% of 360,000 active;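 active means inhibition above the campaign mean plus 3 SD, with each screening campaign given its own cutoff, cut at about 60% in these data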;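 further: 0% = DMSO treated cells and 100% = gossypol at 36 µM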
LRH-1 inv ag: suppresses constitutive activity of human LRH-1 | O00482 | HEK293T StAR-luciferase reporter, LRH-1 transfected, 24 h | inhibition, % at 3.6 µM | 0.13% of 360,000 active;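 active means inhibition above the mean inhibition of all tested compounds plus 3 SD, cut at about 73% in these data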;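 further: 0% = DMSO wells and 100% = reporter-only cells lacking LRH-1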
LMP1 NFkB inh: inhibitors of Epstein-Barr LMP1-induced NF-kappaB reporter; LMP1-induced NF-kappaB luciferase reporter cells, luminescence; inhibition, % at 12.5 µM; 0.69% of 350,000 active; in the data active means inhibition above about 41%;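 further: 0% = neutral control wells and 100% = reference inhibitor control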
SRC3 inh: inhibits human SRC3 coactivator; Q9Y6Q9; HEK293 GAL4-SRC3 luciferase reporter, luminescence; inhibition, % at 3.6 µM; 0.17% of 360,000 active;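 active means inhibition above a per-campaign cutoff, the mean of all compounds plus 3 SD, cut at about 60% in these data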;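 further: 0% = DMSO-treated cells and 100% = gossypol-treated cells at 36 µM; higher means less SRC3-driven luciferase light from the GAL4 reporter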
Target sequence (Q9Y6Q9 whole entry, looked up, the tested form may be a part): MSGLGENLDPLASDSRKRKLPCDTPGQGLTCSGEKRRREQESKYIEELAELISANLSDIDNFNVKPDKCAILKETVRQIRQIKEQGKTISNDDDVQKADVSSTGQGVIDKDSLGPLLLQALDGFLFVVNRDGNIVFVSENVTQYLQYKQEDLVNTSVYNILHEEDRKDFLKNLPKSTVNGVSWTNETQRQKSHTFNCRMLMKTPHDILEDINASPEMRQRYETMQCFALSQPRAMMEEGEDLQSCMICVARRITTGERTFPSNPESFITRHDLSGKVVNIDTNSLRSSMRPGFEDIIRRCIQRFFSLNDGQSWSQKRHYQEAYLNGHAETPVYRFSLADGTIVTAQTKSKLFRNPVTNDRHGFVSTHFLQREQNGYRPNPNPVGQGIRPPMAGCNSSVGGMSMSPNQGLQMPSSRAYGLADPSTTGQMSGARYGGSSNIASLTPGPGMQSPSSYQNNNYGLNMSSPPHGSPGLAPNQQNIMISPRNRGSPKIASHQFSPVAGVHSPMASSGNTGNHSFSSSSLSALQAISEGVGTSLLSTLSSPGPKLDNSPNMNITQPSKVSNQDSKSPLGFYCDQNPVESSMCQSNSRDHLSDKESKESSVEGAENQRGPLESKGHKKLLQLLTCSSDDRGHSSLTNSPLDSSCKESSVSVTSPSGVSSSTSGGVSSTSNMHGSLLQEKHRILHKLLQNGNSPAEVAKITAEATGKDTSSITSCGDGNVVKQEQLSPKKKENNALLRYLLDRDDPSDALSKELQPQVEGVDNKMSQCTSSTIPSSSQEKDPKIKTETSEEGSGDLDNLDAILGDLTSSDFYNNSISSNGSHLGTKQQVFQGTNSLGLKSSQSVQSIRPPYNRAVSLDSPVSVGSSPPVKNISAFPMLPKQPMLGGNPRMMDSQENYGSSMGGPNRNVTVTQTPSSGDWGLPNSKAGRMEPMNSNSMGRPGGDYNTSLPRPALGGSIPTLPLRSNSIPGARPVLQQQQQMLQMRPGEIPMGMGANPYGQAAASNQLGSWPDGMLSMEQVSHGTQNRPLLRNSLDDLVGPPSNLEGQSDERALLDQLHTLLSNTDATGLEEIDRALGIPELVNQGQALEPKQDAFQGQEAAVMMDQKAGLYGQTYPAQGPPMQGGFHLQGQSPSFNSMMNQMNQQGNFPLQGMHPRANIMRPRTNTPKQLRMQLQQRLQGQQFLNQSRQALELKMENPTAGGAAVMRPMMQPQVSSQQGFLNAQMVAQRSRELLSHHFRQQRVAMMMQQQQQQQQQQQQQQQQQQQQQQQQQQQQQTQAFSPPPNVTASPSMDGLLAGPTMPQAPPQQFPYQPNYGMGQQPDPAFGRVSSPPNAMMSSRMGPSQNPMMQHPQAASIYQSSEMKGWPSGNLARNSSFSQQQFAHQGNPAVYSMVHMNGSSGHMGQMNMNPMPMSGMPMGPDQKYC
NCOA2 inhibitor: inhibits human steroid receptor coactivator 2. Q15596. HEK293 GAL4-SRC2 luciferase reporter, luminescence. inhibition, % at 9 µM. 0.17% of 370,000 active. AID 651957;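 active means inhibition above the mean inhibition of all tested compounds plus 3 SD, set per campaign, cut at about 52% in these data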;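 further: 0% = DMSO treated cells and 100% = cells given Gossypol at 36 µM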
Active calls of the source: *; nt = no result given.

SMILES	TRAIL sens C8	TROY signal inh	COUP-TFII inh	TLR9-MyD88 inh	NOD2-RIPK2 inh	Vif inh	NCOA1 inh	LRH-1 inv ag	LMP1 NFkB inh	SRC3 inh	NCOA2 inhibitor
Cc1ccc(-n2cc[nH]c2=S)c(C)c1	-7.3	1.1	-6.1	nt	0.2	-8.9	-10.7	-7.1	-0.5	2.6	3.1
O=C(NCCCl)C1Cc2c(ccc3ccccc23)O1 (centres undefined)	-8.5	7.5	17.3	-0.2	-3.2	3.3	1.5	-1.4	1.4	4.2	12.4
Cn1cc(Br)c(C(=O)NNC(=O)Nc2ccccc2C(F)(F)F)n1	-4.7	-42.0	-23.2	11.8	9.5	-4.3	-35.1	-32.8	0.2	-25.1	-45.5
Cc1nc2nc[nH]n2c(=O)c1CCC(C)C	-25.6	-5.5	-7.2	-1.3	-5.6	10.2	-5.3	17.1	4.7	0.0	-10.4
COc1cc(OC)cc(C(=O)Nc2ccc(Nc3ccccc3)cc2)c1	7.1	-66.7	-31.0	-9.4	-10.7	-4.8	3.0	-35.8	-18.2	-21.5	-53.6
Cn1c(SCC(=O)NNC(=S)Nc2ccccc2)nnc1-c1ccccc1	-8.8	5.1	-19.6	7.9	-0.4	1.7	1.5	-6.5	4.4	14.6	9.4
C=C1N(c2ccc(Cl)cc2)C(=O)OC1(C)C	1.9	-0.9	-7.7	-5.2	6.7	0.0	5.8	-9.4	3.9	1.6	-37.6
O=C(N/C(=C\c1ccccc1)C(=O)N1CCCCCC1)c1ccccc1	-9.6	1.5	18.1	1.1	-3.1	-2.7	3.9	6.7	-3.2	5.6	26.9
COc1ccc(-c2ccc3oc(-c4ccc(OC)cc4)c(C#CC4(O)CCCCC4)c3c2)cc1	10.8	-17.2	-19.5	-4.7	-5.0	-2.4	-10.9	-8.3	-43.2	-2.2	27.2
O=C(NNC(=O)c1ccc2ccccc2c1)c1ccc(Cl)cc1	0.9	6.9	-8.5	-7.8	2.7	0.4	-2.6	1.6	-2.0	-3.9	13.8
COc1ccc(CC(=O)OCC(=O)Nc2ccc(Br)cc2)cc1	-0.1	14.3	-7.4	-5.1	-3.5	2.2	-35.3	8.5	-0.3	6.9	1.8
Cc1ccc(CNC(=S)N(C)C)cc1	1.9	1.3	9.7	-8.7	-10.7	2.0	3.5	-6.8	-1.0	21.6	10.6
O=C(CSc1nnc2n1CCCCC2)NCc1ccccc1	0.8	18.8	-2.6	1.6	-0.1	-7.1	-34.5	-5.1	-1.6	4.3	-30.8
Cc1cc(C(=O)OCC(=O)c2ccccc2)c2ccccc2n1	-0.1	-17.6	2.5	0.8	-0.2	32.6	5.0	-11.5	-2.6	-10.3	-11.4
CC(C)N1CCC1(C)C(=O)Nc1ccccc1OC(F)F (centres undefined)	-3.4	-3.4	-3.5	nt	-3.1	-5.7	-12.6	13.0	nt	-0.2	-38.3
CCOc1ccccc1NC(=O)c1cc(Cl)ccc1NC(=O)c1ccco1	-0.8	9.7	9.9	0.9	-1.6	nt	0.0	15.0	-4.7	-3.4	0.6
O=C(NCc1cccc(Cl)c1)c1cccc(OC2CCN(C(=O)C3CC3)CC2)c1	17.9	33.5	56.2*	1.9	-2.9	-14.8	-0.6	14.4	25.0	8.5	19.6
Nc1nc(CN2CCN(C(c3ccccc3)c3ccccc3)CC2)nc(Nc2ccccc2)n1	3.3	12.4	-13.1	0.9	7.7	-0.5	0.8	-5.5	-11.3	8.2	13.5
Cc1cc(F)ccc1-c1cc(C(=O)NCc2cccs2)[nH]n1	-2.1	-38.9	-29.6	nt	-13.7	0.8	-86.2	-50.5	nt	-19.2	-70.4
Cc1cc(C(=O)CSc2nnc(-c3ccccc3F)o2)c(C)n1Cc1cccs1	-3.4	-2.0	6.1	-18.4	-16.5	7.2	7.3	-23.9	6.0	3.6	-25.9
CCn1c(Cc2c(C)[nH]c3ccccc23)n[nH]c1=S	-21.8	8.6	-14.9	5.6	-9.4	8.9	7.6	-0.4	-0.9	23.2	-1.9
CN(C)CCCn1c(=S)[nH]c2sc3c(c2c1=O)CCCC3	0.0	-40.3	-2.2	-10.7	-3.4	17.8	-34.8	-4.3	-4.8	-30.1	-4.8
CN(C)c1nc(N)nc(CSc2nnnn2-c2ccc(F)cc2)n1	1.0	11.5	13.6	0.7	-10.6	-3.2	-15.6	-16.6	-0.4	16.2	-22.6
CCN1CCN(c2ncnc3scc(-c4ccc(OC)cc4)c23)CC1	14.0	10.0	1.5	0.1	-0.7	nt	16.1	-2.2	3.6	27.0	7.1
C=C1CSc2nc3ccccc3c(=O)n21	-6.3	6.4	6.6	-11.2	4.9	1.8	0.5	9.6	6.4	21.2	-26.4
O=C(O)CC1S/C(=N/N=C/C2CC=CCC2)NC1=O (centres undefined)	-2.1	-20.8	3.5	-9.0	-2.7	1.8	-5.7	6.7	-0.8	-6.1	-5.9
COc1cccc(NS(=O)(=O)c2c(C)nc3sccn3c2=O)c1	0.2	-22.6	13.0	2.1	-0.8	-3.8	-4.8	-3.1	2.3	13.8	-3.4
COc1cc(C2C3=C(Nc4nc(N)[nH]c(=O)c42)c2ccccc2C3=O)ccc1O (centres undefined)	-9.5	-11.8	17.4	1.9	-0.2	8.3	7.7	-4.9	-3.3	18.0	-9.5
CN1CC(=O)N(CC(=O)Nc2ccc(N(C)C)cc2)c2ccccc2C1=O	18.7	-9.0	-13.9	9.3	0.4	11.9	-5.8	5.2	4.7	-0.6	22.1
NS(=O)(=O)c1ccc(NC(=O)c2ccc(S(=O)(=O)N3CCCCC3)cc2)cc1	-14.0	-9.9	-6.4	-18.4	-3.6	5.4	1.3	-16.0	-0.2	-9.4	-0.2
Cc1ccc(S(=O)(=O)Oc2ccc(/C=C(/NC(=O)c3ccccc3)C(=O)Nc3ccccc3)cc2)cc1	-8.5	7.3	6.2	-4.8	-10.2	-13.4	8.8	19.3	0.2	5.0	16.2
COC(=O)Nc1ccc(Cc2ccncc2)cc1	-1.7	-0.3	3.7	4.4	-10.1	17.3	-16.1	-4.0	-3.1	9.7	1.2
COC(=O)c1oc2ccc(Br)cc2c1NC(C)=O	2.6	-6.2	-11.5	0.7	-65.0	nt	-0.2	12.3	2.0	4.4	23.1
CCCCOC(=O)c1ccc(NC(=O)COC(=O)C2CC2C)cc1 (centres undefined)	17.7	-23.0	-20.2	-2.0	-2.1	10.9	-26.2	-28.8	-4.2	-34.1	-75.1
CC(C)C(=O)C1=Cc2cc([N+](=O)[O-])ccc2OC1N1CCOCC1 (centres undefined)	12.4	0.8	-7.0	5.3	-11.8	19.2	13.2	7.1	10.3	-4.0	0.4
COc1ccc(C(=O)NNc2ccccc2)cc1OC	-3.1	-6.7	-13.4	3.0	-0.3	11.8	24.1	-1.2	-8.7	30.8	1.7
OCCN1CCN(c2nc(NCc3ccco3)c3ccccc3n2)CC1	2.5	nt	-8.6	9.3	2.0	-4.5	12.0	17.4	5.1	14.4	3.2
N#Cc1c(-c2ccco2)nc(SCC(=O)Nc2cccc(Cl)c2)[nH]c1=O	-33.1	3.9	27.0	-2.6	0.8	nt	8.0	2.1	0.7	6.9	-12.2
COc1ccc(C2CC(c3ccccc3)=NN2C(=O)COC(=O)c2cccc(S(=O)(=O)N(C)C)c2)cc1 (centres undefined)	4.6	-0.3	-7.5	1.8	2.5	2.8	-1.4	5.2	4.3	0.0	-12.8
COc1ccccc1N1CCN(C(=O)c2ccccc2SCC(=O)NCc2ccco2)CC1	0.5	-10.9	-9.9	-5.2	-3.7	-1.2	8.2	8.4	-4.1	10.2	-11.8
O=C1N/C(=N\N=C\c2ccccn2)SC1Cc1cccc(SC(F)F)c1 (centres undefined)	8.2	-12.0	0.5	7.7	-3.2	7.1	-9.6	-3.3	33.1	18.9	4.8
CCN(CC)S(=O)(=O)c1ccc(N2CCOCC2)c(NC(=O)C2CC2)c1	-5.4	-7.4	14.6	6.0	-2.5	nt	5.2	9.8	0.5	-5.6	-4.3
Cc1c(C(=O)Oc2ccc(F)cc2)sc2ncn(Cc3cccc(F)c3)c(=O)c12	-8.8	18.2	4.5	2.9	12.7	0.2	-9.0	22.5	-8.8	5.0	-7.3
CC1(c2ccc3c(c2)OCO3)NC(=O)N(CC(=O)c2ccc[nH]2)C1=O (centres undefined)	3.2	4.5	4.7	2.7	2.3	-15.6	-4.3	-5.9	1.2	-3.2	3.0
COc1cccc(CN2C(=O)C3(C(C#N)=C(N)OC4=C3C(=O)CCC4)c3ccccc32)c1 (centres undefined)	4.8	-9.3	-5.8	1.4	2.0	nt	8.2	-4.5	-10.0	2.7	-15.1
COc1ccc([N+](=O)[O-])cc1N(CC(=O)O)S(C)(=O)=O	0.8	15.0	-11.7	12.3	-2.1	-2.2	-14.9	-2.2	-5.3	7.4	-24.1
CCCCN(C(=O)c1cccc(S(=O)(=O)N2CC(C)OC(C)C2)c1)c1c(N)n(CCCC)c(=O)[nH]c1=O (centres undefined)	13.1	-34.6	4.8	5.6	-3.2	9.9	-16.8	9.9	-5.3	7.0	-31.8
CC1(C)CC(=O)C(=CN2CCN(C(=O)c3ccco3)CC2)C(=O)C1	-23.6	2.0	10.2	-0.4	0.2	4.7	1.1	-9.0	21.2	7.1	-2.1
O=S(=O)(CCNCc1ccco1)NC1CCCCC1	-20.5	3.7	-2.1	-4.1	-1.2	-3.6	-2.1	7.2	6.8	-2.1	-25.4
CC1C/C(=N/N=C2/NC(=O)CS2)CC(C)(C)C1 (centres undefined)	4.9	-7.6	0.3	-4.0	9.9	3.7	-16.7	-15.7	-7.2	24.5	-55.3
Continued:
SMILES	TRAIL sens C8	TROY signal inh	COUP-TFII inh	TLR9-MyD88 inh	NOD2-RIPK2 inh	Vif inh	NCOA1 inh	LRH-1 inv ag	LMP1 NFkB inh	SRC3 inh	NCOA2 inhibitor
COc1cc2ccccc2cc1-c1nnc(COc2ccccc2)o1	-2.8	5.6	-1.8	-10.7	3.5	-0.7	-4.5	-19.2	4.4	5.6	7.1
CN1C(=O)CSc2ccc(NC(=O)N3CCN(c4ccccc4)CC3)cc21	-2.8	-5.5	-15.5	-1.8	2.0	-0.7	6.2	29.7	7.8	-4.1	-15.1
O=C(CN1CCOCC1)N/N=C/C(Br)=C\c1ccccc1	8.3	-15.5	-8.7	7.4	6.2	-5.1	-8.6	-18.6	-4.2	-10.0	1.5
COCc1c(C(=O)OC/C(O)=C(\C#N)c2nc3ccccc3[nH]2)oc2ccccc12	-20.0	-12.2	2.6	nt	-2.7	-3.9	12.1	-2.5	-6.5	0.1	-4.4
CCN(CC)C(=O)C(C)N(C#N)c1nc(Cl)nc(N(C)C)n1 (centres undefined)	-2.0	-32.5	-13.8	-8.0	-3.0	-2.7	-9.1	-6.6	2.5	13.2	10.6
COc1ccc(-n2c(=S)[nH]c3cc(C(=O)Nc4cc(OC)c(OC)c(OC)c4)ccc3c2=O)c(OC)c1	4.5	13.6	5.6	-6.9	4.3	-5.4	-15.2	5.2	4.1	9.1	11.4
Cc1ccc([N+](=O)[O-])cc1NC(=O)Nc1ccc(S(N)(=O)=O)cc1	-6.2	-8.6	-15.0	1.8	-6.7	20.8	-38.0	24.9	-6.4	6.4	-11.2

Not all compounds are listed; rates above refer to the full screens.
